# Compound activity deposited in PubChem by several laboratories.
# V-ATPase pH: regulators of yeast V-ATPase proton pumping, primary screen, pHLuorin cytosolic pH fluorescence; AID 504577, 2011; response, % at 10 µM; S. cerevisiae; 350,000 tested, 0.37% active; in the data active = response mostly above about 7.3%, no sharp cut-off; inactive = mostly below about 5.4%; note: actives read high; inactives centre near 0; some compounds called inactive have numbers as strong as hits; reference of the scale not given here
# OPRM1-OPRD1 inv: inverse agonists of MOR-DOR heterodimerization, primary screen, cell-based, luminescence; inhibition, % at 9.3 µM; 340,000 tested, 0.21% active; cell-based MOR-DOR heterodimer luminescence, inverse agonism; Mu-type opioid receptor (Homo sapiens) + Delta-type opioid receptor (Homo sapiens), …; AID 504357, 2011; in the data active = inhibition above about 22%, passing the limit was not always enough;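 note: 0% = cells with DMSO and 100% = wells without cells with DMSO; values of inactives mirror those of a sister screen read the other way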
# Target sequence (P35372 whole entry, looked up): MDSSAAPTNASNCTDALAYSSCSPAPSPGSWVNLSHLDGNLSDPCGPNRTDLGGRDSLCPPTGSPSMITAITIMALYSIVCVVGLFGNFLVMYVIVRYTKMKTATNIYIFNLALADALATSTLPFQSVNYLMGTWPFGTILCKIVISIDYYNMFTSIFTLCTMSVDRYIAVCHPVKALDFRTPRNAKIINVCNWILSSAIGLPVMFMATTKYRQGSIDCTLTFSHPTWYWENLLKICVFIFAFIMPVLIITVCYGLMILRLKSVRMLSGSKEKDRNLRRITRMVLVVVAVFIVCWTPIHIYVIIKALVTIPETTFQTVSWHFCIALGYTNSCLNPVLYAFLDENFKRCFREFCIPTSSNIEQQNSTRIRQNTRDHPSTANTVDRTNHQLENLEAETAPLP
# Target sequence (P41143 whole entry, looked up): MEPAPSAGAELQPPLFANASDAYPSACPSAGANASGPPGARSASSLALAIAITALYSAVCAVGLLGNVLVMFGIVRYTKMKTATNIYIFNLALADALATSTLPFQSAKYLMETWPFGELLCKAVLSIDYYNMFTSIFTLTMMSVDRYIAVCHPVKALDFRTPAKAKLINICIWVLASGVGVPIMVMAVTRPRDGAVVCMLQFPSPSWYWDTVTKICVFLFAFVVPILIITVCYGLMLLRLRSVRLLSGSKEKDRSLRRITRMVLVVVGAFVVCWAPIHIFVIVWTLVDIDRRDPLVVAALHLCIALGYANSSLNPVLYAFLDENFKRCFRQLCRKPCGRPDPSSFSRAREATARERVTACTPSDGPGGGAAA
# Wnt bcat act: Wnt/beta-catenin pathway activators, primary screen, cell-based, plate reader, single point. Wnt/beta-catenin reporter cell assay, activator. activation, % at 9.35 µM. 300,000 tested, 1.2% active. AID 743398, 2014; in the data active = activation above about 30%, passing the limit was not always enough;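 note: 0% = neutral control wells and 100% = positive control wells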
# cardiac RTF act: cardiac RTF calcium sensitivity activators, primary screen, biochemical, IANBD-TnC fluorescence, EC20 calcium | 340,000 tested, 0.24% active | Troponin I, cardiac muscle (Homo sapiens) + Troponin T, cardiac muscle (Homo sapiens) + … | IANBD-labeled TnC RTF fluorescence at EC20 calcium; 0% EC20 calcium, 100% full calcium | activation, % at 7.2 µM;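 active = activation above the mean over all tested compounds plus 3 SD, cut at about 30% in these data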;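 note: rise in fluorescence read as greater calcium sensitivity of cardiac thin filaments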
# MOR-DOR ag: agonists of OPRM1-OPRD1 heterodimerization, primary screen, cell-based, luminescence; Mu-type opioid receptor (Homo sapiens) + Delta-type opioid receptor (Homo sapiens), …; cells; activation, % at 9.3 µM; 340,000 tested, 0.3% active; AID 504326, 2011; in the data active = activation above about 18%;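 note: 0% = vehicle-treated cells and 100% = reference agonist; values of inactives mirror those of a sister screen read the other way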
# C-LANA FP: inhibitors of KSHV C-LANA binding to DNA, primary screen, biochemical, fluorescence polarization, FAM-LBS DNA, MBP-C-LANA, single point. inhibition, % at 9 µM. Kaposi's sarcoma herpesvirus LANA C-terminal domain (residues 932-1162) DNA binding. AID 504423, 2011. 340,000 tested, 0.078% active;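 active = highest replicate inhibition at or above 60% at 9 µM, even if other replicates fall short; inactive = all replicates below 60% inhibition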;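 note: 0% = neutral control wells and 100% = 4 µM acridine orange control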
# Pemphigus Ab inh: inhibitors of pemphigus antibody binding to DSG3, primary screen, biochemical, bead-based, flow cytometry, scFv-GFP | Desmoglein-3 (Homo sapiens), P32926 | DSG3-coupled beads, scFv-anti-DSG3-GFP binding; active compounds read low | binding (percent of control), % at 10 µM | 310,000 tested, 0.48% active;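 active = binding more than 3 SD below its plate's average and above zero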;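 note: hits lower antibody fragment binding to DSG3; some compounds called inactive have numbers as strong as hits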
# Arr AP2 block: inhibitors of beta-arrestin/AP2 binding, primary screen, biochemical, GPCR trafficking, flow cytometry; beta-arrestin 1 C-terminal peptide binding to AP2 beta2-adaptin appendage (human); FITC-arrestin peptide / GST-AP2 beads; AP2 beta2 appendage carries R879A mutation; inhibition, % at 10 µM; 340,000 tested, 0.31% active;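 active = inhibition above a set limit, near 3 SD of compounds lacking own fluorescence, cut at about 54% in these data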;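 note: plate controls were DMSO wells for no effect and 5 µM unlabelled arrestin peptide for full effect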
#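 Measured by: flow cytometry, FL1 (488/535 nm); Material: AP2 appendage R879A on GSH beads; Evaluation: percent response; Timing: pre-incubation 12 min, peptide binding 1 h, room temperature; Also added: 50 nM FITC-arrestin peptide; Medium: PBS with 0.05% Tween 20 and 0.1% BSA.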
# Keap1-Nrf2 PPI: Keap1-Nrf2 protein-protein interaction inhibitors, primary screen, biochemical, fluorescence polarization, single point. Kelch-like ECH-associated protein 1 (Homo sapiens), Q14145. Keap1 Kelch-Nrf2 peptide fluorescence polarization, 1536-well. inhibition, % at 9.4 µM. 340,000 tested, 0.15% active. AID 504523, 2011; in the data active = inhibition above about 12%;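 note: human Keap1 Kelch domain with fluorescein labeled Nrf2 9mer peptide probe; 0% = neutral control wells and 100% = peptide positive control; higher means more block of Keap1 binding to Nrf2 peptide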
# Cardiac RTF inh: cardiac RTF calcium sensitivity inhibitors, primary screen, biochemical, IANBD-TnC fluorescence, EC70 calcium | Troponin I, cardiac muscle (Homo sapiens) + Troponin T, cardiac muscle (Homo sapiens) + … | IANBD-labeled cardiac RTF, Ca2+ fluorescence | inhibition, % at 7.15 µM | 340,000 tested, 0.12% active;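 active = inhibition above the mean inhibition of all tested compounds plus 3 SD, cut at about 17% in these data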;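 note: assay run at fixed EC70 calcium of 1.6 mM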
# Starred values were filed as active, the others as inactive; . = not tested or not shown.
SMILES,V-ATPase pH,OPRM1-OPRD1 inv,Wnt bcat act,cardiac RTF act,MOR-DOR ag,C-LANA FP,Pemphigus Ab inh,Arr AP2 block,Keap1-Nrf2 PPI,Cardiac RTF inh
O=C(Nc1ccc(N2CCOCC2)cc1)Nc1cnsn1,1.8,-17.6,.,12.8,3.0,-0.1,97.2,10.4,-3.8,-6.4
CCOc1ncccc1C(=O)OCC(=O)Nc1cccc(C(C)=O)c1,-3.7,-3.5,.,-3.6,0.6,1.2,103.5,-0.2,-0.4,1.5
c1ccc(-c2onc3c2CCCC3)cc1,-2.8,10.2,.,-2.8,-1.8,0.8,.,1.4,-2.5,-7.8
CCC(CC)N1CCN(S(=O)(=O)c2ccc(OC)cc2)CC1,2.2,-4.3,-0.1,-0.7,0.8,.,105.1,18.5,2.7,-7.7
CC(=O)c1sc(NC(=O)c2cccnc2Cl)nc1C,0.8,-4.9,-1.9,-4.0,0.7,0.6,100.6,-5.9,1.4,-13.9
CCCCN(CCCC)c1cc(C)nc(-c2ccccc2O)n1,-0.5,10.3,.,-2.0,-1.8,-0.4,111.3,-9.4,-6.5,-3.7
O=C(C1=C[C@@H](c2coc3ccccc3c2=O)C[C@@H](OCc2ccc(CO)cc2)O1)N1CCOCC1,2.5,7.9,-2.9,-2.5,-1.4,2.5,98.3,34.8,-3.6,-0.1
COc1ccc(CCNC(=O)c2ccc(N3CCCCS3(=O)=O)cc2)cc1OC,-4.9,13.6,-3.3,0.5,-2.6,1.0,.,-6.9,-1.1,-1.8
CCOC(=O)c1[nH]c(C)c(C(=O)Nc2cc(Cl)ccc2C)c1C,-1.7,19.8,-5.3,-4.0,-3.7,0.8,98.4,-4.2,-2.4,2.6
Cc1cccc(C(=O)NCCc2nnc(SCC(=O)Nc3nc(C)cs3)n2C)c1,-1.6,16.0,.,6.2,-3.3,-0.7,97.1,-5.7,0.9,1.5
O=C(c1ccc(S(=O)(=O)N2CCC(c3nc4ccccc4s3)CC2)cc1)N1CCCCC1,1.1,-1.0,.,-4.3,0.2,2.9,98.9,3.7,-0.8,-8.2
Cc1ccc(-n2c(N)c(C(=O)NCc3ccco3)sc2=S)cc1,-1.7,-0.2,-9.9,3.0,0.0,0.2,114.4,-10.1,5.8,-17.9
CCOc1ccc(S(=O)(=O)N2CCN(C(=O)CN3C(=O)NC4(CCCC4)C3=O)CC2)cc1,-1.4,-10.0,-2.3,-2.1,1.6,0.8,102.2,-1.7,-1.4,-17.6
CC(Oc1ccccc1)C(=O)Nc1cccc([N+](=O)[O-])c1 (centres undefined),-2.4,3.4,-1.4,4.5,-0.7,-0.2,101.4,-6.5,-1.4,-7.5
COCCCN=C(c1ccco1)n1c(=S)nc(-c2ccco2)n(CCCOC)c1=S,-5.3,4.5,.,8.0,-0.8,0.7,105.6,-0.5,-4.4,-1.4
Cc1ccc2[nH]c(=S)cc(C)c2c1,1.5,11.2,.,-5.3,-1.8,-2.3,.,2.8,-2.6,7.1
FC(F)(F)c1nc2ccccc2nc1N/N=C/c1c(Cl)cccc1Cl,-5.2,18.4,-4.2,3.3,-3.7,3.0,104.5,-3.9,0.5,-5.8
Cc1ccc(C2(C)NC(=O)N(CC(=O)NCCN3C(=O)S/C(=C\c4cccnc4)C3=O)C2=O)cc1 (centres undefined),0.6,14.7,-1.2,8.6,-3.8,-1.9,104.9,-0.8,-8.1,-5.4
COc1ccc(NC(=O)CSc2ccc(-c3sc(C)nc3C)nn2)cc1OC,-1.6,6.0,-3.5,1.0,-1.1,-1.6,96.4,-10.7,-2.4,15.6
CC(Sc1ccc(Cl)cc1)C(=O)N(C)CC(=O)Nc1ccc(N2CCOCC2)cc1 (centres undefined),-4.6,-5.1,-3.2,-10.3,0.8,0.1,100.7,56.4*,-0.4,-18.5
Cc1ccc(C)c(OC(C)C(=O)Nc2nccs2)c1 (centres undefined),-1.6,-5.5,0.7,0.0,1.0,0.5,105.0,-13.0,-3.9,5.4
O=C(O)c1cc2ccccc2cc1Nc1ccccc1,2.5,2.2,-1.5,0.6,-0.4,-0.8,100.4,10.5,-0.9,3.9
Cc1ccc(-c2nc(S(=O)(=O)c3ccc(C)cc3)c(N3CCOCC3)o2)cc1,3.9,2.5,0.3,0.5,-0.3,0.3,97.1,-0.8,-6.2,-2.4
CCN(C(=O)COC(=O)C1CCN(S(=O)(=O)c2ccc(C)c(C)c2)CC1)C1CCS(=O)(=O)C1 (centres undefined),3.0,1.5,1.9,7.3,-0.3,0.5,106.1,16.0,-2.5,-2.3
COc1cccc(C(=O)O/N=C(\N)c2ccccn2)c1,-0.8,3.5,-3.5,-0.2,-0.7,-1.1,101.5,-24.0,2.6,-1.7

# Further results follow.
SMILES,V-ATPase pH,OPRM1-OPRD1 inv,Wnt bcat act,cardiac RTF act,MOR-DOR ag,C-LANA FP,Pemphigus Ab inh,Arr AP2 block,Keap1-Nrf2 PPI,Cardiac RTF inh
O=C(CCc1nnc(Cc2cccc(C(F)(F)F)c2)o1)NCCc1ccccc1F,-1.8,4.5,8.4,-0.4,-0.9,-0.1,101.9,-9.9,-0.2,-2.8
C/C(=N/O)c1ccccn1,3.2,-11.5,-0.8,12.9,2.3,1.6,103.2,3.3,-2.5,5.5
CCN(CC)C(=O)CSc1nc(O)c(Cc2ccc(OC)cc2)c(=O)[nH]1,2.5,13.2,-1.6,-2.8,-2.7,1.2,112.4,12.2,0.8,-0.3
CCOc1ccc2nc(N3CCCC(C(=O)NCCCN4CCCCC4)C3)sc2c1 (centres undefined),-1.2,18.0,-3.9,5.6,-3.3,0.1,97.8,-8.6,-5.0,3.5
COc1cccc(CNC(=O)c2n[nH]c3ccccc23)c1,-2.7,8.7,8.4,0.5,-1.7,-1.4,109.6,-0.8,2.8,0.0
Cc1nn(C)c(C)c1CNC(=O)Nc1cccc(Cl)c1C,1.2,5.0,1.6,-3.6,-1.1,-1.9,.,2.7,1.4,-0.8
CC1CCN(S(=O)(=O)c2ccc3c(c2)N(C)C(=O)CC(=O)N3C)CC1,2.2,11.1,-2.1,2.4,-2.1,0.3,111.5,-0.9,-5.9,-8.2
COc1ccc(N2CCN(C(=O)c3ccc(F)cc3)CC2)c([N+](=O)[O-])c1,-1.2,17.3,-1.4,-4.6,-3.4,-0.3,109.1,-8.1,2.4,-1.8
Cc1cc2c(sc3c(C)ccc(C)c32)c(C)n1,2.1,17.9,2.0,1.3,-3.5,-0.5,112.1,0.1,-0.8,-4.5
Nc1ccccc1SCC(O)Cn1ccc2ccccc21 (centres undefined),0.4,-14.7,.,1.6,3.2,2.0,108.9,21.3,2.4,-5.5
CCCC(=O)N(Cc1cc(=O)[nH]c2ccccc12)c1ccccc1C,-4.7,-4.7,-0.1,-1.6,1.0,-2.0,102.8,60.9*,0.0,-1.1
O=[N+]([O-])c1ccccc1C=NNc1ccccc1,-1.6,-5.4,35.4*,1.8,1.1,1.1,112.1,0.8,-3.2,-6.2
CC(C)c1ccc(NC(=O)Cn2c(=O)oc3ccccc32)cc1,0.0,6.5,0.1,7.5,-1.4,-0.3,113.4,10.9,-1.0,-4.4
O=C(Nc1nc(-c2cc3ccccc3oc2=O)cs1)c1ccco1,0.2,1.9,5.0,-2.8,-0.3,1.7,103.2,22.1,0.3,-4.9
CCCCN(C(=O)c1ccc2c(c1)OCO2)C1CCS(=O)(=O)C1 (centres undefined),-0.1,10.5,-4.5,1.1,-1.6,0.3,105.1,-4.5,1.5,-4.5
CCc1cc(=O)oc2cc(OC3CCCCC3=O)ccc12 (centres undefined),-2.7,3.1,1.9,1.2,-0.7,1.4,88.5,-2.5,-1.9,-10.3
C[n+]1ccccc1/C=C/c1c(F)cccc1F,1.4,5.0,-3.5,-2.5,-1.0,-1.5,127.6,3.8,-1.3,-2.8
O=C(NNC(=O)C1CCCN(S(=O)(=O)c2cccc(F)c2)C1)C1CC1 (centres undefined),-6.4,5.0,-2.1,0.4,-1.0,0.9,96.7,38.4,-1.4,-3.9
CCOC(=O)C1=C(C)N(C)C(C)=C(C(=O)OCC)C1c1ccncc1,0.0,14.1,.,-8.3,-2.6,-0.9,96.6,16.0,-1.4,-6.0
NC(=O)c1ccc(NC(=O)COC(=O)c2ccccc2Nc2ccccc2)cc1,22.4,10.4,-0.5,-2.6,-2.0,-0.7,97.7,32.1,0.8,-25.1
CC(C)(C)NC(=O)NC(=O)COC(=O)C1CC(=O)N(Cc2ccccc2)C1 (centres undefined),5.7,0.2,.,-4.9,0.0,0.3,94.3,5.7,-2.0,-0.3
Cc1cc(NC(=O)/C=C/c2ccc(F)cc2)n(-c2nc3ccccc3[nH]2)n1,8.2,11.9,-1.8,-4.1,-2.0,0.1,105.6,0.5,-4.2,1.2
CCN(CC)CCNC(=O)c1ccc(NC(=O)c2cccc(S(=O)(=O)Nc3ccc(C)cc3)c2)cc1,2.0,0.8,-4.4,1.3,-0.1,-0.9,109.4,1.2,-3.9,4.3
Cn1c2ccccc2c2c(C(=O)NCCCN3CCCC3=O)cn(C3CCCCC3)c(=O)c21,-0.3,13.1,-2.1,-3.4,-2.3,0.7,96.6,-6.0,-1.1,-2.6
Clc1ccc(CN2CCSCC2)c(Cl)c1,2.5,-19.4,-1.5,-1.0,4.1,2.1,101.5,35.9,-2.7,-0.3
Cc1ccc(-n2c(C)cc(/C=N/NC(=O)CC3(C)OCCO3)c2C)c(C)c1,1.7,-1.9,.,-1.1,0.3,1.9,91.5,8.0,2.5,-1.6
Cc1ccc(NC(=O)C2CCN(S(=O)(=O)c3c(C)nn(C)c3C)CC2)c(Cl)c1,-0.5,7.3,-3.6,4.1,-1.5,-0.8,103.2,4.5,-2.4,-10.3
O=C(CN1CCCc2ccccc21)NCc1ccccc1Cl,-2.6,-8.8,18.0,2.3,1.6,2.0,115.4,-0.4,3.4,-9.4
CCn1c(CCNC(=O)c2ccc(OC)cc2)nnc1SCc1ccc(Cl)c(Cl)c1,2.0,1.8,-11.1,-2.9,-0.3,2.9,97.9,9.1,1.0,3.1

# Just cardiac RTF act, for some of the entries so far:
SMILES,cardiac RTF act
Cc1cc(NC(=O)/C=C/c2ccc(F)cc2)n(-c2nc3ccccc3[nH]2)n1,-4.1
O=[N+]([O-])c1ccccc1C=NNc1ccccc1,1.8

# This is a random part of the collection; any-hit rate near 3.1%.
